TRPM1 prom inh: inhibitors of MITF-dependent TRPM1 promoter reporter, primary screen, cell-based, SK-MEL-5, single point, luciferase | 330,000 tested, 0.83% active | SK-MEL-5 TRPM1 promoter luciferase, 24 h | AID 488899, 2010 | inhibition, % at 12.5 µM;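 active = mean inhibition across replicates of 60% or more, whatever share of single replicates reaches that level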; note: values of inactives mirror those of a sister screen read the other way
KKLEB cytotox: cytotoxicity in KKLEB CF airway cells, primary screen, cytotoxicity control for CF NF-kB inhibitor project, cell-based, uHTS, fluorescence assay plates | KKLEB CF airway cells viability, ATPlite luminescence, overnight; active compounds read low; cells stimulated with P. aeruginosa culture filtrate | activity change (cytotoxicity), % at 5 µM | 360,000 tested, 0.36% active;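 active = corrected activity change at or below -50% at 5 µM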
HIF-2a inh: HIF-2a reporter inhibitors, primary screen, luminescence, 786-0 RCC cells; 786-0 RCC cells HIF-2a reporter, luciferase luminescence, overnight; inhibition, % at 18.8 µM; 360,000 tested, 0.72% active; AID 624352, 2012;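 active = inhibition of the luminescence signal of 40% or more relative to plate controls, in a single-dose primary screen at 18.75 µM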
Peg3 promoter: Peg3 promoter-driven luciferase inhibitors, primary screen, cell-based, HeLa, luciferase luminescence; HeLa PEG-Prom luciferase reporter, overnight; inhibition, % at 20 µM; 360,000 tested, 1.7% active; AID 588405, 2011;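 active = inhibition of at least 50% at 20 µM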
Shn3 inh set2: reduction of Shn3 3'UTR firefly luciferase signal, primary screen, Schnurri-3 inhibitor project, cell-based, Clone20 osteoblasts, set 2; Clone20 osteoblast Shn3 3'UTR firefly luciferase, 24 h; inhibition, % at 12.5 µM; 360,000 tested, 0.52% active;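 active = mean inhibition of at least 75% with every replicate also reaching 75%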;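 note: 0% = median of neutral control wells and 100% = pilot-screen positive control compound; some compounds past the cut are filed as inactive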
CF NFkB inh: inhibitors of PAF-induced NF-kB signaling, primary screen, cell-based, GFP fluorescence, uHTS | KKLEB NF-kB-GFP reporter, GFP fluorescence overnight | inhibition, % at 5 µM | 360,000 tested, 0.86% active;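 active = at least 50% inhibition at 5 µM, scaled per plate between neutral and stimulator controls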;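 note: PAF is a Pseudomonas aeruginosa culture filtrate used as stimulus; plate controls were PAF-stimulated DMSO wells for no effect and unstimulated DMSO wells for full effect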
C8 TRAIL sens: viability loss with TRAIL in NB7+C8 cells, primary screen, TRAIL sensitizer project, cell-based, ATPlite luminescence; 360,000 tested, 1% active; inhibition (viability loss, TRAIL sensitization), % at 10 µM;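 active = compounds causing at least 50% loss of cell viability in the single-dose screen, relative to plate controls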
TWEAK Fn14 block: inhibitors of TWEAK-Fn14 signaling, primary screen, luciferase reporter cells, uHTS; 360,000 tested, 2% active; TWEAK-stimulated Fn14 reporter cells, luciferase luminescence, 8 h; inhibition, % at 10 µM; in the data active = inhibition above about 50%
NR2E3 ag-1: inhibitors of NR2E3-RetCOR corepressor binding, primary screen, NR2E3 agonist project, biochemical, TR-FRET, GST-NR2E3, biotin-RetCOR; inhibition of corepressor binding, % at 4.78 µM; 320,000 tested, 0.12% active; 1536-well; AID 2300, 2010;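 active = percent inhibition above the cutoff of mean plus 3 SD of all tested compounds, set per screening campaign, cut at about 20% in these data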;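 note: 0% = DMSO wells and 100% = biotin wells as full block of FRET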
Target sequence (Q9Y5X4 whole entry, looked up): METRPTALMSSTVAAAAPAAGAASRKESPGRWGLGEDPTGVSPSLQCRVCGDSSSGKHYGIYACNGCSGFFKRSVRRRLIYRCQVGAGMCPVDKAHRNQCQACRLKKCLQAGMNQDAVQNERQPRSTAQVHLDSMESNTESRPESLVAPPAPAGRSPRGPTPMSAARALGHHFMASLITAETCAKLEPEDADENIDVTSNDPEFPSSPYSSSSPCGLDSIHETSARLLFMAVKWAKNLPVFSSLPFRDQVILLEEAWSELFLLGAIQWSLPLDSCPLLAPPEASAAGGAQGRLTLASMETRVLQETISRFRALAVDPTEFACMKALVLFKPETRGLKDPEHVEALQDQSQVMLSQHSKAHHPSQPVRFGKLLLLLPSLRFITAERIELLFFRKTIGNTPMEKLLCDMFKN
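System: GST-tagged NR2E3 plus biotinylated RetCOR corepressor; Amount: 1.35 nM GST-tagged NR2E3 final; Dosing: single nominal compound dose of 4.8 µM; Schedule: 5 h incubation at 4 °C; Technique: TR-FRET with europium anti-GST and streptavidin-D2, 340 nm excitation; Controls: biotin wells as high control, 0.6% DMSO wells as low control.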
NR2E3 ag-2: NR2E3 agonists in two-hybrid cells, primary screen, cell-based, luminescence, CHO-S, Gal4-NCOR/VP16-NR2E3; Photoreceptor-specific nuclear receptor (Homo sapiens), Q9Y5X4; luciferase; inhibition of corepressor binding, % at 3.98 µM; 360,000 tested, 0.35% active; AID 602229, 2012;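 active = inhibition above the mean of all tested compounds plus 3 SD, cut at about 70% in these data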;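 note: 0% = DMSO with NR2E3 transfected cells and 100% = cells lacking NR2E3 construct; higher means lower luciferase signal from less NR2E3 corepressor binding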
TROY NFkB inh: inhibitors of TROY-driven NF-kB signaling, primary screen, Q293 LMP1-TROYcd cells, NF-kB luciferase, uHTS. Q293 LMP1-TROYcd NF-kB luciferase reporter, 4 h. AID 1347056, 2019. inhibition, % at 10 µM. 360,000 tested, 0.98% active;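 active = compounds whose plate-normalised and pattern-corrected inhibition of the luciferase reporter signal at the single screening dose is 50% or more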
* marks the source's active call; other numbers are inactive results; · = not tested or not shown.

Compound | TROY NFkB inh | C8 TRAIL sens | TRPM1 prom inh | Shn3 inh set2 | TWEAK Fn14 block | CF NFkB inh | HIF-2a inh | NR2E3 ag-2 | Peg3 promoter | KKLEB cytotox | NR2E3 ag-1
O=C(Oc1cccc2cccnc12)c1cccc(-n2cnnn2)c1 | -9.0 | -10.1 | -8.7 | 3.2 | 2.6 | -9.2 | 6.6 | -5.7 | 6.0 | 7.2 | 0.1
Fc1ccc2c(c1)C1OCCCC1C(c1ccccc1)N2 (stereo not drawn) | 8.9 | -6.5 | 14.2 | 0.7 | -13.2 | 17.6 | 17.4 | -14.8 | 18.8 | -8.4 | -1.1
CCOc1cc(C2C(C(=O)OC(C)C)=C(C)NC3=C2C(=O)CCC3)cc([N+](=O)[O-])c1O (stereo not drawn) | 4.9 | -0.8 | 4.3 | -0.1 | -15.2 | 1.8 | 14.3 | 2.4 | 11.8 | 8.2 | 5.7
CC(=O)NC(Cc1c[nH]c2ccccc12)C(=O)O (stereo not drawn) | -14.2 | 1.3 | -1.9 | 11.3 | -1.7 | 25.6 | -2.2 | -3.1 | 12.3 | -3.5 | 0.3
COc1ccc(C2CCCN2C(=O)c2cccs2)cc1 (stereo not drawn) | 3.6 | 0.6 | 2.8 | 7.8 | 11.1 | 1.7 | 15.6 | 10.5 | 16.0 | -1.8 | 1.3
CC(C)C(C(=O)C=[N+]=[N-])N1C(=O)c2ccccc2C1=O (stereo not drawn) | -1.0 | 6.9 | 15.3 | -15.9 | -2.4 | -2.6 | 10.0 | -8.6 | 5.7 | 7.9 | 0.6
O=C(COc1ccc(Cl)cc1Br)Nc1ccncc1 | -43.9 | 9.5 | -69.7 | -17.0 | 15.7 | 1.7 | -285.5 | -2.2 | -301.0 | -8.8 | -1.6
Cc1ccc(C(c2c(C)n(C)n(-c3ccccc3)c2=O)c2c(C)n(C)n(-c3ccccc3)c2=O)s1 | 5.8 | -8.8 | 11.8 | 26.6 | -9.9 | 4.2 | 18.9 | -9.6 | 8.8 | 4.2 | 2.8
Cc1ccc(-c2cc(C(=O)N3CCN(C(=O)c4ccco4)CC3)[nH]n2)c(C)c1 | 16.1 | -5.2 | 4.4 | 3.7 | -1.6 | -0.9 | 5.6 | -11.2 | -0.5 | 3.3 | 1.9
CC(=O)c1ccc(-c2c(CCO)sc3ccccc23)cc1 | -35.7 | -1.6 | · | · | 3.6 | · | -95.2 | -39.4 | · | · | ·
CN(C)c1ccc(NC(=O)Nc2ccc3c(c2)c(=O)n(C)n3-c2ccccc2)cc1 | 5.8 | -4.5 | · | 14.6 | 6.6 | 9.5 | -8.0 | 15.6 | -11.7 | 8.4 | ·
Cc1noc(NS(=O)(=O)c2ccc(N3CC(O)=C(c4ccccc4)C3=N)cc2)c1C | 4.1 | 10.7 | 15.2 | 2.1 | -13.8 | -7.2 | 10.8 | -12.8 | 8.5 | 4.4 | 2.1
CCC(=O)N1N=C(c2ccc(C)o2)CC1c1ccc(Br)cc1 (stereo not drawn) | -32.9 | -8.1 | -8.6 | -1.8 | -3.9 | -3.9 | -55.1 | -5.0 | -46.5 | 3.2 | -0.3
COc1ccc(N(CC(=O)N2CCN(c3ccc(F)cc3)CC2)S(=O)(=O)c2c(C)n[nH]c2C)cc1 | 16.7 | 0.0 | 5.2 | 7.0 | 2.9 | 3.5 | 11.9 | -24.1 | 5.1 | -5.4 | 5.3
O=c1[nH][nH]cc1C=Nc1cc(Cl)ccc1O | -2.3 | -2.1 | 7.1 | 23.8 | 12.7 | -4.6 | 16.7 | -20.3 | 0.3 | 11.8 | -2.8
CC(C)(C)OC(=O)C[C@@H]1C/C=C\C[C@H](CC(=O)N(CCO)Cc2ccccc2)C(=O)N2CCC[C@@H]2COC1=O | 11.7 | -13.2 | -2.6 | -1.7 | -0.9 | 4.0 | 8.7 | 5.5 | -0.2 | -3.3 | ·
CCC(C(=O)NC1CCCC1)N(Cc1ccccc1Cl)C(=O)c1snc(C(N)=O)c1N (stereo not drawn) | 3.7 | 14.4 | -3.7 | 12.6 | -1.5 | -0.3 | 15.3 | 16.1 | 23.7 | 5.2 | 3.8
CCn1cc(C(=O)O)c(=O)c2cc(F)c(N3CCN(C(=S)NC(=O)c4ccc(OC)cc4)CC3)cc21 | -6.0 | -6.7 | -25.0 | -10.4 | -18.4 | -14.0 | 3.3 | 10.6 | 7.2 | -1.5 | -3.7
CCCCN(CCCC)S(=O)(=O)c1ccc(SCC(=O)OCC)c([N+](=O)[O-])c1 | 2.5 | -2.4 | -3.2 | -7.4 | -12.1 | -11.3 | 3.1 | 3.2 | 10.6 | 0.9 | 0.9
CC(C)c1ccc(CCNC(=O)CSC(=S)N2CCCC2)cc1 | -4.7 | 8.9 | 0.8 | 2.1 | -19.0 | -17.3 | -0.4 | 2.8 | -10.9 | 21.2 | 0.9
COc1ccc(-n2nc(C(=O)NCC(=O)N3CC(C)CC(C)C3)c3ccccc3c2=O)cc1OC (stereo not drawn) | 12.2 | 5.3 | 5.5 | 7.3 | 34.1 | -11.1 | 6.2 | -2.8 | 14.7 | -10.2 | 0.2
Cc1ccccc1S(=O)(=O)c1c(C)cc(C)n(C(C)C)c1=O | 5.5 | -11.8 | 0.5 | 8.4 | 32.7 | 1.3 | 16.3 | -14.8 | 12.6 | -3.4 | 0.4
COc1ccc(NC(C)=[N+](C)CCNS(=O)(=O)c2ccc(Cl)cc2)cc1Cl | 15.5 | -6.6 | -7.9 | -12.1 | 1.7 | 18.0 | 2.3 | -25.7 | 3.9 | -3.5 | -0.2
CSc1cccc(CN2CCCC(CO)(Cc3cccc(Cl)c3)C2)c1 (stereo not drawn) | 12.8 | 1.6 | -5.1 | -11.1 | -16.2 | 4.8 | 18.8 | -12.9 | -9.2 | 5.0 | -0.2
CC(Sc1nc2c(c(=O)[nH]1)CCCC2)C(=O)Nc1ccccc1C#N (stereo not drawn) | -4.8 | -1.2 | 12.3 | -24.3 | -1.7 | -0.7 | 8.5 | -7.1 | 12.0 | 2.3 | -1.2
Cc1cc(NC(=O)c2ccc(Br)c(S(=O)(=O)N3CCCC3)c2)no1 | -2.2 | 3.2 | 13.6 | 52.3 | 28.9 | -22.6 | -22.9 | 2.4 | -4.1 | -11.5 | -0.1
C[C@H]1CN([C@@H](C)CO)C(=O)c2cc(Br)cnc2O[C@@H]1CN(C)S(C)(=O)=O | -8.0 | -15.8 | · | -7.2 | 10.6 | -23.9 | -5.0 | -15.5 | 5.2 | 19.4 | ·
COCCCNCCCCSc1ccc(Cl)cc1 | 6.7 | 2.9 | 11.2 | -4.4 | -8.0 | 1.0 | 8.7 | 16.5 | -5.0 | 5.1 | -1.0
CC(C)(C)OC(=O)N[C@@H](Cc1ccccc1)C(=O)N1CCC(C(=O)N[C@@H](Cc2c[nH]c3ccccc23)C(=O)O)CC1 | 5.2 | 9.4 | 1.9 | 11.0 | 25.5 | -13.7 | 14.0 | -12.7 | 0.7 | 14.3 | 7.7
Cn1c(OCc2cccnc2)nc2c1c(=O)n(Cc1ccccc1)c(=O)n2C | 12.7 | -4.0 | 8.1 | 23.6 | 5.6 | 1.2 | 29.1 | -39.9 | 34.8 | -3.6 | 3.5
O=C(CN1CCc2ccccc21)NC(=O)NC1CCCCC1 | 4.5 | -4.9 | 11.9 | 0.0 | -12.0 | 18.1 | 4.3 | -2.3 | 14.1 | 2.6 | 1.8
COc1ccc(NS(=O)(=O)c2ccc(N3CCOCC3)c(NC(=O)c3cccc(F)c3)c2)cc1 | 3.9 | 15.6 | -1.0 | 10.5 | 8.9 | 10.5 | 19.2 | 39.3 | 12.7 | -7.4 | -4.0
C=CCN1c2ccccc2[C@]23C[C@@H](C(=O)OC)N(C(=O)NC4CCCC4)C2=NC(C(=O)OC)=C(C(=O)OC)[C@H]13 | 4.5 | 3.0 | -4.1 | 25.2 | -5.5 | -2.2 | 8.0 | -24.0 | 8.2 | -6.7 | 5.4
O=C(Nc1nc2ccccc2n1CCN1CCOCC1)c1ccccc1 | -11.8 | 12.1 | 12.8 | 10.9 | 13.7 | -0.9 | -10.1 | 4.0 | -4.7 | -4.7 | 0.9
O=C1C2C3C=CC(CC3)C2C(=O)N1c1cccc(C(F)(F)F)c1 (stereo not drawn) | -5.9 | -1.6 | -4.3 | -2.9 | 20.0 | -4.7 | 23.0 | -14.0 | 10.3 | -0.2 | 0.2
Cc1c(OCC(=O)NC(Cc2ccc(Cl)cc2)C(=O)O)ccc2c3c(c(=O)oc12)CCC3 (stereo not drawn) | -6.6 | -11.5 | 3.0 | 9.6 | 9.2 | -7.0 | 4.9 | 10.7 | -5.3 | 6.8 | 2.2
CCC1=Nc2cc(C(=O)NCC3CCCO3)ccc2Sc2ccc(Br)cc21 (stereo not drawn) | -2.4 | 3.0 | 16.2 | 20.9 | 3.2 | 30.5 | 20.9 | -0.5 | 32.1 | -11.3 | 4.8
COc1cccc(C=Nc2ccc3c(c2)CCC3)c1O | 22.3 | -9.4 | -9.0 | -23.8 | 6.5 | 5.4 | -1.4 | 1.8 | -3.5 | -4.8 | -3.2
CCCCN1CCCCC1C(=O)Nc1c(C)cccc1C (stereo not drawn) | 2.9 | -7.8 | 6.6 | -21.2 | -25.0 | 19.9 | 6.1 | -21.8 | -5.6 | -0.1 | 0.6
Nc1ccccc1Sc1ccc(C(=O)c2ccccc2C(=O)O)cc1[N+](=O)[O-] | 6.3 | -26.1 | 7.0 | 0.3 | -22.7 | -23.0 | -3.1 | -22.0 | 9.2 | 3.1 | 2.2

For reference, two of the compounds above.
Compound | TROY NFkB inh | C8 TRAIL sens | TRPM1 prom inh | Shn3 inh set2 | TWEAK Fn14 block | CF NFkB inh | HIF-2a inh | NR2E3 ag-2 | Peg3 promoter | KKLEB cytotox | NR2E3 ag-1
CCCCN1CCCCC1C(=O)Nc1c(C)cccc1C (stereo not drawn) | 2.9 | -7.8 | 6.6 | -21.2 | -25.0 | 19.9 | 6.1 | -21.8 | -5.6 | -0.1 | 0.6
Nc1ccccc1Sc1ccc(C(=O)c2ccccc2C(=O)O)cc1[N+](=O)[O-] | 6.3 | -26.1 | 7.0 | 0.3 | -22.7 | -23.0 | -3.1 | -22.0 | 9.2 | 3.1 | 2.2

An excerpt. The share of hits here may be higher or lower than overall.
